Bioassay records as filed in PubChem BioAssay.
SRC2 inh = inhibition of GAL4-SRC2 driven luciferase reporter, primary screen, SRC2 inhibitor project, cell-based, luminescence; HEK293 GAL4-SRC2 luciferase reporter; AID 651957, 2012; 370,000 compounds, 0.17% hits; inhibition, % at 9 µM;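 active means inhibition above the mean inhibition of all tested compounds plus 3 SD, set per campaign, cut at about 52% in these data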;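 further: 0% = DMSO treated cells and 100% = cells given Gossypol at 36 µM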
Vif imaging = HIV Vif self-association inhibitors, primary screen, imaging, HEK293T, single point. HEK293T cells, Vif self-association by quenched fluorescence, 24 h. inhibition, % at 7.49 µM. 340,000 compounds, 0.35% hits. AID 602346, 2012; in the data active means inhibition above about 50%, passing the limit was not always enough; further: some results filed as inactive read as strong as hits
EBV LMP1 NFkB = EBV LMP1-driven NF-kappaB luciferase reporter inhibitors, primary screen, cell-based, luminescence, single point. LMP1-induced NF-kappaB luciferase reporter cells. inhibition, % at 12.5 µM. 350,000 compounds, 0.69% hits. AID 504558, 2011; in the data active means inhibition above about 41%;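 further: 0% = neutral control wells and 100% = reference inhibitor control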
COUP-TFII inh = NR2F2 transcriptional activity inhibitors, primary screen, cell-based, luciferase reporter, HEK293T, luminescence | COUP transcription factor 2 (Homo sapiens), P24468 | HEK293T NGFI-A luciferase reporter | inhibition, % at 8.6 µM | 370,000 compounds, 0.7% hits | AID 686940, 2013;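 active means inhibition above a per-plate cutoff, mean inhibition of test wells between control levels plus 3 SD, cut at about 38% in these data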;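 further: cells cotransfected with COUP-TFII expression vector driving the NGFI-A reporter; 0% = median of COUP-TF2 test wells and 100% = reporter-only cells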
Target sequence (P24468 whole entry, looked up): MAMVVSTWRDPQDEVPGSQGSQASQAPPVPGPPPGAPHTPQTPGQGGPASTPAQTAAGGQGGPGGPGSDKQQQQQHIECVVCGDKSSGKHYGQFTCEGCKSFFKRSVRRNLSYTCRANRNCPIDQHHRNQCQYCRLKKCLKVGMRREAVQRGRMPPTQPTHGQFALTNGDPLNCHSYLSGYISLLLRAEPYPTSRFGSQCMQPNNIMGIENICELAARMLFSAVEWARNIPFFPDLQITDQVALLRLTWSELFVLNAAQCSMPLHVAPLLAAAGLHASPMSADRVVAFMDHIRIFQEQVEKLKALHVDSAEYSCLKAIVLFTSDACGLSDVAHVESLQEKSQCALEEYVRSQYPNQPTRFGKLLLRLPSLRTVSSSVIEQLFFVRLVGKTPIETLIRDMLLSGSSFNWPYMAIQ
* marks the source's active call; other numbers are inactive results; . = no result given. Some of the compounds tested; the hit share may differ from the screen's.

1. CCOC(=O)CC[C@@H]1CC[C@]2(CCCN(Cc3cccnc3)C2)O1
2. N/C(=N\[N+](=O)[O-])N1CCN(C(=O)c2ccccc2)CC1
3. CCC12CCN(CC3(O)CC3)C(Cc3ccc(O)cc31)C2(C)C (configuration not stated)
4. COc1ccc([C@@H]2C[C@H]3[C@@H](CN2)CON3C)cc1
5. O=C(NCCN1CCC2(CC1)C(=O)NCN2c1ccccc1)c1cccnc1Cl
6. CCN1CCN(Cc2cc(C(C)(C)C)c(O)c(C(C)(C)C)c2)CC1
7. CC(c1ccccc1)n1cc(C(=O)NC2CCCC2)nn1 (configuration not stated)
8. O=C(NCCN1CCC2(CC1)C(=O)NCN2c1ccccc1)c1ccc(Cl)cc1
9. C[C@@H]1CNCCN1c1ccc(N2CC[C@H](O)C2)c(C#N)c1
10. Cc1sc(-n2c(C)cc(C=C3C(=O)NC(=O)NC3=O)c2C)c(C#N)c1C

Screen / compound no.	1	2	3	4	5	6	7	8	9	10
SRC2 inh	9	-6	13	-11	-8	1	-18	-14	9	13
Vif imaging	.	.	.	.	.	.	.	.	.	.
EBV LMP1 NFkB	.	.	.	.	.	.	.	.	.	.
COUP-TFII inh	-12	10	16	-21	4	13	2	7	-1	-14

Some of the entries above, reformatted:
Every second line gives: SRC2 inh	Vif imaging	EBV LMP1 NFkB	COUP-TFII inh
4: COc1ccc([C@@H]2C[C@H]3[C@@H](CN2)CON3C)cc1
→ -11	.	.	-21
5: O=C(NCCN1CCC2(CC1)C(=O)NCN2c1ccccc1)c1cccnc1Cl
→ -8	.	.	4
6: CCN1CCN(Cc2cc(C(C)(C)C)c(O)c(C(C)(C)C)c2)CC1
→ 1	.	.	13
7: CC(c1ccccc1)n1cc(C(=O)NC2CCCC2)nn1 (configuration not stated)
→ -18	.	.	2
8: O=C(NCCN1CCC2(CC1)C(=O)NCN2c1ccccc1)c1ccc(Cl)cc1
→ -14	.	.	7

Pulled one by one from above:
8. O=C(NCCN1CCC2(CC1)C(=O)NCN2c1ccccc1)c1ccc(Cl)cc1
1. CCOC(=O)CC[C@@H]1CC[C@]2(CCCN(Cc3cccnc3)C2)O1
9. C[C@@H]1CNCCN1c1ccc(N2CC[C@H](O)C2)c(C#N)c1
3. CCC12CCN(CC3(O)CC3)C(Cc3ccc(O)cc31)C2(C)C (configuration not stated)

Screen / compound no.	8	1	9	3
SRC2 inh	-14	9	9	13
Vif imaging	.	.	.	.
EBV LMP1 NFkB	.	.	.	.
COUP-TFII inh	7	-12	-1	16

Next entries follow.
11. C=CC1C[N+]2(C)CCC1CC2C(O)c1ccnc2ccccc12 (configuration not stated)
12. COc1ccc(OC(=O)N(C)C[C@H]2OCc3cnnn3CCCC(=O)N([C@@H](C)CO)C[C@@H]2C)cc1
13. Cc1ccc(-n2c(/C=C/c3ccc4c(c3)OCO4)nc3ccccc3c2=O)cc1
14. Cc1cc(N2CCNC[C@H]2C)ccc1N1CC[C@@H](O)C1
15. C=CCc1ccc2c(c1)OCO2
16. Nc1c(Br)cc2c3c(cccc13)-c1ccccc1-2
17. COc1ccc(Cc2cn(C)c(N)n2)cc1
18. CCCCN1CCN(C(=O)COc2cc(=O)n(C)c3ccccc23)CC1
19. O=C(CN1C(=O)CN=C(c2ccccc2)c2cc(Cl)ccc21)NC1CCCCC1
20. c1ccc2nc(OCCN3CC3)ccc2c1

Screen / compound no.	11	12	13	14	15	16	17	18	19	20
SRC2 inh	-32	14	-15	-25	-21	-12	-9	-2	22	0
Vif imaging	.	.	.	.	.	.	.	.	.	.
EBV LMP1 NFkB	.	.	.	.	.	.	.	.	.	.
COUP-TFII inh	29	-5	17	-7	0	-10	-5	-8	7	15

21. Cc1ccccc1CCC[C@H](CC1CCCCC1)CN(C)C(=O)Oc1ccccc1
22. C[C@@H]1CNCCN1c1ccc(N2CC[C@@H](O)C2)c(C#N)c1
23. O=C(NCCN1CCC2(CC1)C(=O)NCN2c1ccccc1)c1ccc(OC(F)(F)F)cc1
24. O=c1[nH]cc(N(CCCl)CCCl)c(=O)[nH]1
25. O=C(NC1CCCCC1)N1Cc2ccc(Br)cc2-n2nncc2C1
26. CC[C@]12CCN(CC3(O)CC3)[C@H](Cc3ccc(O)cc31)C2(C)C
27. O=C(c1ccc2c(c1)ncn2C1CCCCC1)N1CCC2(CC1)OCCO2
28. N#CCC[C@H]1CC[C@]2(CCCN(Cc3ccccn3)C2)O1
29. COC(=O)Cn1cc(C=C2C(=O)N(C)C(=O)N(C)C2=O)c2ccccc21
30. COCCCn1c(N)c(C(=O)NCc2ccco2)c2nc3ccccc3nc21
31. O=C1NC(=O)C2(Cc3ccccc3N3CCCC32)C(=O)N1c1ccc(Cl)cc1 (configuration not stated)

Screen / compound no.	21	22	23	24	25	26	27	28	29	30	31
SRC2 inh	3	12	9	-1	-11	3	8	-4	-3	-25	-13
Vif imaging	.	.	.	.	.	.	.	.	.	.	-1
EBV LMP1 NFkB	.	.	.	.	.	.	.	.	.	-6	.
COUP-TFII inh	-16	3	10	-9	-8	14	6	-6	-4	-10	4
